High-throughput results from PubChem BioAssay.
Mcl1 Bid PPI: Mcl-1/Bid interaction inhibition; inhibition, % at 21.7 µM; TR-FRET Mcl-1/Bid-Dy647 peptide binding, 1536-well; 220,000 compounds, 0.97% hits;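 active = compounds that cut the binding signal by more than half at the single screening dose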;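 also: His-tagged Mcl-1 with europium anti-His antibody binding Bid BH3 peptide; 0% = Mcl-1 plus peptide wells and 100% = peptide-only wells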
Target sequence (Q07820 whole entry, looked up): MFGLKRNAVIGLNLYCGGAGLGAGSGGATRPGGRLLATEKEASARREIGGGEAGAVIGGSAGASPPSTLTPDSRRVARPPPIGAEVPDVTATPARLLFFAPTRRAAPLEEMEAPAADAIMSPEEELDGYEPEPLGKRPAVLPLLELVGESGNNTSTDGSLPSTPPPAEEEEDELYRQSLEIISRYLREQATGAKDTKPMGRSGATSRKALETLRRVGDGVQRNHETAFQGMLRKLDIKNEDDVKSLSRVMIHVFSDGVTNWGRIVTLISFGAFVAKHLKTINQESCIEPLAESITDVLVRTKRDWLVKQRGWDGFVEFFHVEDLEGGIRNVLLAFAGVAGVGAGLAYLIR
Mcl1 Noxa PPI: Mcl-1/Noxa interaction inhibition. Q07820. TR-FRET Mcl-1/Noxa peptide binding, 2 h. inhibition, % at 21.7 µM. 220,000 compounds, 1.5% hits. AID 1022;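 active = compounds that cut the protein-peptide binding signal by more than 50% relative to plate controls in a single-dose test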;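 also: His-tagged Mcl-1 with rhodamine Noxa BH3 peptide and terbium anti-His antibody; 0% = Mcl-1 plus Noxa peptide wells and 100% = peptide-only wells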
RGS8-Gao reg: human RGS8-Galphao interaction regulation; multiplexed bead flow cytometry, RGS8-Galphao binding; actives lie on both sides; response (percent of control binding), % at 10 µM; AID 1423; 220,000 compounds, 0.34% hits; in the data active = response below about 60% or above about 140%; inactive = in between;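 also: Galphao activated as the GDP aluminium fluoride complex binding bead-coupled RGS8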
Target sequence (P09471 whole entry, looked up): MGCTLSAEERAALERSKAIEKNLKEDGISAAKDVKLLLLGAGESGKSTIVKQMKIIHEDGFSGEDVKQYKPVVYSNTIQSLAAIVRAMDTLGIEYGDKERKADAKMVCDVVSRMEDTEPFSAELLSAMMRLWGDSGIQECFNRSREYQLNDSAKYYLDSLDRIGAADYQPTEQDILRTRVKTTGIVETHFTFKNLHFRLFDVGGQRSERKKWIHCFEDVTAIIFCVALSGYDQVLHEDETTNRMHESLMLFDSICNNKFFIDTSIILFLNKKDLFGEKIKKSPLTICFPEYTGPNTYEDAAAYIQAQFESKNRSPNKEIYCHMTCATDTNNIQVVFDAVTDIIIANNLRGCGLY
An asterisk follows results filed as active.

compound	RGS8-Gao reg	Mcl1 Bid PPI	Mcl1 Noxa PPI
N#Cc1ccc(C23CC4(C2)[C@H](CN(Cc2ccc(C(F)(F)F)cc2)[C@@H]4c2ccccc2)C3c2ccc(C(F)(F)F)cc2)cc1 (stereo partly specified)	105	-36	3
COc1ccc(C2/C=C\CN(C(=O)Nc3ccc(C(F)(F)F)cc3)CC(=O)N2Cc2ccc(F)cc2)cc1 (stereo unspecified)	100	-29	-6
Cn1ncc2c(Nc3cccc(Cl)c3)nc(Nc3cccc(Cl)c3)nc21	100	14	-18
OC(COc1cccc2ccccc12)CN1CCN(c2ccccc2Cl)CC1 (stereo unspecified)	102	-42	4
CC(C)(C)CN1C(N)=NC[C@@H]1Cc1ccc(O)cc1	101	1	-21
C[C@@H]1C(=O)O[C@H]2[C@H]1CC[C@@]1(C)C(=O)C=C[C@@](C)(O)[C@H]21	98	-39	-15
OCc1nnn(-c2ccccc2)c1CO	100	-10	-7
CCN(CC)C(=O)CC(c1ccc2c(c1)OCO2)c1c(OC)cc(OC)c2ccc(=O)oc12 (stereo unspecified)	100	-52	13
CCOC(=O)c1c(C)oc(C)c(C(=O)OCC)c1=O	101	-2	4
N#C/C(=C\c1cccc(Cl)c1)C(=O)c1ccccc1	91	-17	-5
C[C@@H]1CC=C[C@H]2[C@H]1C(=O)N(Cc1ccccc1)[C@H]2c1ccc(F)c(-c2ccc(N(C)C)cc2)c1	101	-61	-41
Cn1ncc2c(Nc3ccc(Br)cc3)nc(Nc3ccc(Br)cc3)nc21	92	3	-3
O=C(NCC1CCCO1)c1ccc2c3n(nc2c1)-c1ccccc1CO3 (stereo unspecified)	100	-90	27
O=[N+]([O-])c1cccc(/C=C/c2ccccn2)c1	103	-8	10
CCCCC1=CC2=CC(=O)C(C)(OC(=O)CC)C(=O)C2=CN1c1ccc(OC)cc1 (stereo unspecified)	98	-61	-7
COC(=O)C1=C(C(=O)OC)[C@@H]2N(Cc3ccccc3)c3ccccc3[C@@]23C[C@@H](C(=O)OC)N(C(=O)COCc2ccccc2)C3=N1	104	-24	-14
COc1cc(Cl)c(CC(=O)c2c[nH]c3ccccc23)cc1OC	104	33	6
Cc1ccc(SC[C@H](CC(C)C)N2CCN(CCc3ccccc3)CCC2=O)cc1	105	-50	29
CC[C@@H](C)C(C(=O)N1CCN(C(=O)OC(C)(C)C)CC1)n1cc(-c2cn([C@@H](C)C(=O)N3CCN(C(=O)OC(C)(C)C)CC3)nn2)nn1 (stereo partly specified)	101	-27	-5
COc1ccc(CCc2cc(OC)cc(=O)o2)cc1	100	-21	11
CC1=C(CO)C(=O)OC([C@@H](C)C2CC[C@H]3C4C[C@H]5O[C@]56[C@@H](O)C=CC(=O)[C@]6(C)C4CC[C@]23C)C1 (stereo partly specified)	78	-6	24
COC(=O)CCCC1=CC2=C(c3ccccc3)C(=O)C(C)(OC(=O)C3CCCC3)C(=O)C2=CN1C1CCCC1 (stereo unspecified)	97	-117	-2
O=C(Cn1ccc(=O)[nH]c1=O)Nc1ccc(C(=O)O)c(O)c1	104	29	-3
C/C=C\C(=O)Nc1cccc(C2=NOC3(C2)C[C@@H](C(N)=O)N(C(=O)CC(c2ccccc2)c2ccccc2)C3)c1 (stereo partly specified)	102	-19	-1
CCCCNc1n[n+](C)c(-c2cccc(C)c2)s1	95	-102	6

By substructure, the compounds so far containing a tert-butyl group.
compound	RGS8-Gao reg	Mcl1 Bid PPI	Mcl1 Noxa PPI
CC(C)(C)CN1C(N)=NC[C@@H]1Cc1ccc(O)cc1	101	1	-21
CC[C@@H](C)C(C(=O)N1CCN(C(=O)OC(C)(C)C)CC1)n1cc(-c2cn([C@@H](C)C(=O)N3CCN(C(=O)OC(C)(C)C)CC3)nn2)nn1 (stereo partly specified)	101	-27	-5

Returning to the listing, repeating the 7 entries before the break.
compound	RGS8-Gao reg	Mcl1 Bid PPI	Mcl1 Noxa PPI
CC[C@@H](C)C(C(=O)N1CCN(C(=O)OC(C)(C)C)CC1)n1cc(-c2cn([C@@H](C)C(=O)N3CCN(C(=O)OC(C)(C)C)CC3)nn2)nn1 (stereo partly specified)	101	-27	-5
COc1ccc(CCc2cc(OC)cc(=O)o2)cc1	100	-21	11
CC1=C(CO)C(=O)OC([C@@H](C)C2CC[C@H]3C4C[C@H]5O[C@]56[C@@H](O)C=CC(=O)[C@]6(C)C4CC[C@]23C)C1 (stereo partly specified)	78	-6	24
COC(=O)CCCC1=CC2=C(c3ccccc3)C(=O)C(C)(OC(=O)C3CCCC3)C(=O)C2=CN1C1CCCC1 (stereo unspecified)	97	-117	-2
O=C(Cn1ccc(=O)[nH]c1=O)Nc1ccc(C(=O)O)c(O)c1	104	29	-3
C/C=C\C(=O)Nc1cccc(C2=NOC3(C2)C[C@@H](C(N)=O)N(C(=O)CC(c2ccccc2)c2ccccc2)C3)c1 (stereo partly specified)	102	-19	-1
CCCCNc1n[n+](C)c(-c2cccc(C)c2)s1	95	-102	6
c1ccc(Oc2c3ccccc3nc3ccccc23)cc1	99	-44	8
C#CCSc1nnnn1-c1ccc(Br)c(C)c1	98	-10	16
C=C1CCN([C@H](C(=O)OCc2ccc(C)cc2)C(C)C)S(=O)(=O)c2ccccc21	106	-23	7
COC(C[C@H]1O[C@H]1[C@@H](O)COCc1ccccc1)OC	102	-20	-4
CCOP(=O)(Nc1ccc2oc(=O)c3ccccc3c2c1)OCC	103	-26	-3
COc1ccc(-c2cccc([C@H]3[C@@H]4C=CCC[C@@]4(C)C(=O)N3Cc3ccccc3)c2)cc1	98	-35	6
O=C(O)CCNC1CCCCC1	99	-10	17
COC(=NC(C)C)NC(C)C	97	-33	-14
Cc1ccc(C(=O)Nc2cccc(C(F)(F)F)c2)cc1Nc1cnccn1	101	-14	-11
COc1cc2ccc(=O)oc2c(CC=C(C)C)c1OC	100	-41	7
COc1ccc2c3c([nH]c2c1)C1CC2C(CC(O)C(OC)C2CO)CN1CC3 (stereo unspecified)	103	-63	-10
C/C=C/C(=O)N1CC2(CC(c3cccc(NC(=O)CC)c3)=NO2)C[C@H]1C(N)=O (stereo partly specified)	101	3	-1
NC(=O)c1cc(C(N)=O)nc(Cl)n1	102	-13	15
CCCCC1=CC2=CC(=O)C(C)(OC(=O)C3CCCC3)C(=O)C2=CO1 (stereo unspecified)	100	-55	40
C=CCn1c(SCc2nc3ccccc3c(=O)[nH]2)nc2sc3c(c2c1=O)CCCC3	101	39	17
N=C1CCC(=N)c2c1c(O)c1ccccc1c2O	120	-15	76*
Cc1ccc(CCNC(=O)C2CC(c3ccccc3C(F)(F)F)=NO2)cc1 (stereo unspecified)	93	-60	-3
COc1cnc(SC)nc1Nc1ccc(C#N)cc1	98	2	4
CCCCCCC(C)OC(=O)c1ccccc1C(=O)O (stereo unspecified)	121	-5	5
CCCCCCC#Cc1ccc2c(c1)COc1c3ccccc3nn1-2	101	-32	-10
Cc1nc(C(=O)NCc2ccccc2)sc1C1(C)CC(c2cccnc2)=NO1 (stereo unspecified)	100	-35	-2
COC(=O)C1=C(C(=O)OC)[C@@H]2N(Cc3ccccc3)c3ccccc3[C@@]23C[C@@H](CO)N(C(=O)NC2CCCC2)C3=N1	99	-86	0
CCCCCc1cc(=O)oc2c(C(CCN3CCCC(C)C3)c3ccc(N(C)C)cc3)c(OC)cc(OC)c12 (stereo unspecified)	105	-99	25
CCCCC1=CC2=C(c3ccco3)C(=O)C(C)(OC(=O)c3ccc(OC)cc3)C(=O)C2=CN1C1CCCCC1 (stereo unspecified)	99	-112	-8
NC(=S)Nc1cccc(Cl)c1	98	-7	-9
CCCCCCCN1C/C=C\C(c2ccc(OC)cc2)N(Cc2ccc(F)cc2)C(=O)[C@H]1Cc1ccccc1 (stereo partly specified)	98	-53	-19
NC(=O)CC(NC(=O)Cc1cccc2ccccc12)c1ccc(NCC2CC2)c([N+](=O)[O-])c1 (stereo unspecified)	103	16	3

Printed as active in Mcl1 Noxa PPI, among the entries above:
compound	RGS8-Gao reg	Mcl1 Bid PPI	Mcl1 Noxa PPI
N=C1CCC(=N)c2c1c(O)c1ccccc1c2O	120	-15	76*

3 entries out of the list above, sorted by the number in RGS8-Gao reg, low to high.
| Compound | RGS8-Gao reg |
| --- | --- |
| O=C(O)CCNC1CCCCC1 | 99 |
| CCCCC1=CC2=CC(=O)C(C)(OC(=O)C3CCCC3)C(=O)C2=CO1 (stereo unspecified) | 100 |
| CCCCCCC(C)OC(=O)c1ccccc1C(=O)O (stereo unspecified) | 121 |

This is a subset; the hit share may differ from the screen's.
